JMJD2A Tudor = qHTS Assay for Inhibitors of JMJD2A-Tudor Domain. Lysine-specific demethylase 4A (Homo sapiens), O75164. Potency, µM (doses to about 114 µM), without a hit: top-dose activity change, negative = inhibition, usual class: inhibitors. AID 504339, 2011. AlphaScreen JMJD2A-Tudor / H3K4me3 peptide binding. hit rate 4.4% among 390,000; further: potency means the concentration at half of the fitted maximal effect; on the % scale 0 is the no-effect control and ±100 the full control effect; nearly all actives have a fitted effect of over 50% in size
GLS inhibitor = qHTS for Inhibitors of Glutaminase (GLS). Glutaminase kidney isoform, mitochondrial (Homo sapiens), O94925. GLS enzymatic activity, qHTS titration. hit rate 0.21% among 410,000. Potency, µM (titrated, usually from 45.5 µM), without a hit: at the top dose activity change, negative = inhibition, actives largely listed as inhibitors; further: potency means the concentration at half of the fitted maximal effect; on the % scale 0 is the no-effect control and ±100 the full control effect
Target sequence (O94925 whole entry, looked up, canonical isoform): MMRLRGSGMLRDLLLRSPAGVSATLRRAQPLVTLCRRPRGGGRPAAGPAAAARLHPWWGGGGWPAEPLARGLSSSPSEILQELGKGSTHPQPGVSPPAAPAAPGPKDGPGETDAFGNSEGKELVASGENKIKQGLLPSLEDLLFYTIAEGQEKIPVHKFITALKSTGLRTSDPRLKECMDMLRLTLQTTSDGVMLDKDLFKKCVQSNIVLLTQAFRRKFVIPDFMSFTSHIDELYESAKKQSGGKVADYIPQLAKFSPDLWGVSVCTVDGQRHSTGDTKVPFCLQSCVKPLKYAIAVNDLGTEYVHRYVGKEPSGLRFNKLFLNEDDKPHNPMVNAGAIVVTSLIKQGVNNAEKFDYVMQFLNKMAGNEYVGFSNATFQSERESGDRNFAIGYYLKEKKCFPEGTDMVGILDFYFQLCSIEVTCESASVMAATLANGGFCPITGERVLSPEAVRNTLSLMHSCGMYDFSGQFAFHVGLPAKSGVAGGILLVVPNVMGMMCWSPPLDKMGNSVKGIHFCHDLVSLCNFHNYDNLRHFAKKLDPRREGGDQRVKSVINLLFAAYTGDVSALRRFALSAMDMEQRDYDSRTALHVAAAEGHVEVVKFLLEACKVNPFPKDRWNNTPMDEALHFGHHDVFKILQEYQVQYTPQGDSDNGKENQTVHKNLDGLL
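hKGA; 45 mM KH2PO4 pH 8.2 + 0.02% Tween-20; cpd via pin tool; 1 mM Gln soln; GluOx/HRP/Amplex Red; RT 30 min; fluor. t0 & final.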
PI4K2A inh = qHTS for small molecular inhibitors of PI4K2A | purified PI4K2A, ADP-Glo luminescence, 1 h; stronger effect = lower value | activity change, negative = inhibition, % at 76.9 µM | hit rate 0.13% among 420,000 | AID 1346378, 2018; in the data active means activity change below about -50%; inconclusive means mostly about -30% to -49%;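 further: -100% = wells without enzyme as full effect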
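PI4K2A activity was measured by ADP-Glo luminescence: enzyme (4 ug/mL stock) and phosphatidylinositol (1.2 mM stock) in Tris pH 7.5/MgCl2/EGTA/Triton X-100 buffer were reacted with ATP (300 microM stock) for one hour at ambient temperature.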
G9a block = qHTS Assay for Inhibitors of Histone Lysine Methyltransferase G9a; AID 504332, 2011; G9a H3K9 monomethylation, AlphaScreen, 2 h; Potency, µM (doses to about 102 µM), inactives show top-dose activity, negative = inhibition, usual class: inhibitors; hit rate 8.8% among 350,000; further: potency means the concentration at half of the fitted maximal effect; on the % scale 0 is the no-effect control and ±100 the full control effect; nearly all actives have a fitted effect of over 75% in size
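AlphaScreen detection with an anti-monomethyl H3K9 antibody quantified product after a 2 h room-temperature reaction containing 500 nM biotinylated H3K9 peptide, 20 µM SAM and 20 nM enzyme, which had been preincubated 15 min with compound.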
ALOX12 inh = Primary qHTS assay for inhibitors of human arachidonate 12S-lipoxygenase (ALOX12): Round 2; Polyunsaturated fatty acid lipoxygenase ALOX12 (Homo sapiens), P18054; Potency, µM (titrated, usually from 108 µM), inactives show at the top dose activity change, negative = inhibition, hits mostly inhibitors; purified 12hLO, xylenol orange hydroperoxide absorbance; AID 1671190, 2021; hit rate 1.1% among 580,000; further: potency means the concentration at half of the fitted maximal effect; on the % scale 0 is the no-effect control and ±100 the full control effect
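Purified human 12hLO at 150 nM in 25 mM Hepes, 0.01% Triton X-100, pH 7.0, preincubated 15 min at room temperature with compound. Reaction started with 40 uM arachidonic acid, 30 min at room temperature. Hydroperoxide measured by Fe-xylenol orange, 573/405 nm absorbance ratio.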
HP1b chromo inh = HTS for Inhibitors of HP1-beta Chromodomain Interactions with Methylated Histone Tails; AlphaScreen HP1-beta / biotin-H3K9me3 peptide binding; Potency, µM (highest dose often 114 µM), for the others: at the highest dose activity change, negative = inhibition, hits mostly inhibitors; hit rate 0.56% among 390,000; AID 540317, 2011; further: potency means the concentration at half of the fitted maximal effect; nearly all actives have a fitted effect of over 70% in size; inactives centre near 23
Target sequence (P83916 whole entry, looked up): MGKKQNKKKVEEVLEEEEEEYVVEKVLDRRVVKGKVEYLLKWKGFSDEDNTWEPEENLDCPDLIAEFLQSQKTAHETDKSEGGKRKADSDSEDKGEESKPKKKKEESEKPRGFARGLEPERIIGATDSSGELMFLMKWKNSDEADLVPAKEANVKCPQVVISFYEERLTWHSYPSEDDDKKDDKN
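Compound inhibition of the preformed complex between 50 nM HP1-beta and 50 nM biotinylated H3K9me3 peptide was read by AlphaScreen. Buffer was PBS pH 7.4 with 0.01% Tween-20. Incubations ran 30 min at room temperature, with 10 ug/mL donor/acceptor beads.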
RGS4 inhibitor = Inhibitors of Regulator of G Protein Signaling (RGS) 4: qHTS | Regulator of G-protein signaling 4 (Homo sapiens), P49798 | Transcreener GDP fluorescence polarization, RGS4-accelerated GTP hydrolysis | Potency, µM (doses to about 114 µM), for the others: top-dose activity change, negative = inhibition, actives largely listed as inhibitors | hit rate 0.039% among 390,000 | AID 504845, 2011; further: potency means the concentration at half of the fitted maximal effect; on the % scale 0 is the no-effect control and ±100 the full control effect; nearly all actives have a fitted effect of over 75% in size; some results filed as inactive show a strong effect at the top dose
Target sequence (P49798 whole entry, looked up): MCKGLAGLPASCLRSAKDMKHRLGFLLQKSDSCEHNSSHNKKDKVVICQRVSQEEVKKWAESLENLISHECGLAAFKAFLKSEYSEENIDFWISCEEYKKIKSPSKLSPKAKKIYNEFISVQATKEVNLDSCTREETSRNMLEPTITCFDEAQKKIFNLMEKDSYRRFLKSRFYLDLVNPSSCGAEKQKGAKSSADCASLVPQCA
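MLSMR compounds (23 nl, pin-transferred) preincubated 10 min at room temperature with a 500nM (2x) first reagent, then RGS4 at 900nM (2x) plus Transcreener GDP mix added; fluorescence polarization (620/688 nm) read before and after 90 min at 30 °C.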
ERG-DNA inh = qHTS for Small Molecule Inhibitors of the ERG Ets/DNA interaction. Transcriptional regulator ERG (Homo sapiens), P11308. fluorescence polarization, His-ERG Ets domain / labelled DNA. Potency, µM (series often up to 76.9 µM), without a hit: top-dose FP activity, negative = inhibition, most hits filed as inhibitors. hit rate 0.028% among 370,000; active means well fitted inhibition curve with a large enough effect in the polarisation, with a control signal flat; inconclusive means small, poorly fitted or top-dose-only effect, or effect the other way, or a change in a side signal; inactive means no such curve, though single readings can be large or run the other way; the % refers to the polarisation;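 further: polarization taken with two DNA probes labelled with fluorescein and Texas red; potency means the concentration at half of the fitted maximal effect; % of control where 0% means no effect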
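His-tagged ERG Ets domain (1 uM in the protein solution; 300mM KCl, 50mM Tris-HCl, 1mM EDTA, 1mM DTT, pH 7.5) received compound, then a probe mix of 5 nM fluorescein-DNA and 100nM Texas-615-DNA. Fluorescence polarization was read for both dyes.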
BAZ2B block = qHTS Assay for Inhibitors of BAZ2B; Bromodomain adjacent to zinc finger domain protein 2B (Homo sapiens), Q9UIF8; AlphaScreen BAZ2B-H3K14Ac peptide displacement; Potency, µM (titrated, usually from 114 µM), for inactives: at the top dose activity change, negative = inhibition, usual class: inhibitors; hit rate 4.4% among 360,000; further: potency means the concentration at half of the fitted maximal effect; on the % scale 0 is the no-effect control and ±100 the full control effect; nearly all actives have a fitted effect of over 60% in size
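BAZ2B (50 nM) with biotin-H3(5-23)K14Ac peptide (50 nM) in PBS pH 7.4, 0.01% Tween-20, preformed 30 min, then compound 30 min at room temperature; top concentration 110uM. AlphaScreen streptavidin donor/nickel chelate acceptor beads (10 ug/mL final), 20 min dark, signal read.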
Numbers without * were called inactive; ? = inconclusive; nt = not tested or not shown; & = joins results of further samples; [ ] = dose if it differs, or a comment. Unless noted, the call rests on the fitted dose curve; in most records, active means well fitted curve in the direction sought with a large enough effect; inconclusive means small, poorly fitted or top-dose-only effect, or another doubt; inactive means no such curve, though single readings can be large; an effect the other way counts as inactive or inconclusive. A portion of the library; count on the stated rates, not on these rows.

entry	structure	JMJD2A Tudor	GLS inhibitor	PI4K2A inh	G9a block	ALOX12 inh	HP1b chromo inh	RGS4 inhibitor	ERG-DNA inh	BAZ2B block
1	CCCc1cc(Nc2ccc(C)cc2)n2ncnc2n1	-8.4%	-2.1%	0.1	-2.2%	0.0%	35.8%	-7.0%	0.4%	-4.8%
2	CC(=O)Nc1ccccc1-c1nc2ccccc2nc1OCC(=O)c1ccc(Cl)cc1	-1.4%	10.0%	0.6	7.1%[59 µM]	-9.5%	18.6%	11.4%	nt	-31.1%
3	COc1ccc(NC(=O)Nc2cccc3c2O[C@H](CN(C)Cc2ccc(-c4ccccc4)cc2)[C@@H](C)CN([C@H](C)CO)C3=O)cc1	-23.1%	17.2%	-5.5	nt	11.2%	23.4%	10.2%	-11.4%	nt
4	O=C(O)CCN1C(=O)c2ccncc2C1=O	-5.2%	-2.1%	5.1	-17.7%[59 µM]	?	31.3%	29.6%	-3.2%	-28.6%
5	COc1ccc(C(=O)NCC(=O)N/N=C/c2c(C)[nH]c3ccccc23)cc1	-12.4%	11.4%	0.1	18.1%	-22.3%	29.6%	-0.8%	3.4%	-30.9%
6	CN(C)C(=O)c1ccc(-n2cccn2)nc1	-14.1%	-13.2%	-9.6	40.8%	-4.6%	19.2%	-32.6%	9.8%	-18.3%
7	COc1ccc(CCN(C)C(=O)c2cc(-c3ccccc3)nc3ccc(C)cc23)cc1OC	-20.3%	4.4%	-1.0	5.6%	464.6%[activator]	26.3%	6.5%	-9.8%	-22.3%
8	CCc1ccc(NC(=S)N(CCN2CCCCC2)Cc2ccco2)cc1	-30.7%	-16.0%	12.3	0.5%[59 µM]	-9.1%	3.5%	0.7%	-11.8%	?
9	O=C(Nc1nc(-c2ccco2)c(-c2ccco2)s1)c1cnccn1	-33.6%	0.4%	-26.0	10µM*	?	-0.2%	-13.4%	nt	?
10	CC(C)NC(=S)N1CCCN(c2ncccc2[N+](=O)[O-])CC1	-11.4%	-7.3%	5.2	15.5%	nt	38.9%	-28.6%	-5.8%	1.5%
11	Cc1ccc(NC(=O)Cn2c(=O)c(CNc3ccccc3)cc3cc4c(cc32)OCCO4)cc1	-15.7%	-19.5%	-3.9	-11.4%[59 µM]	1.0%	21.6%	-26.7%	-0.4%	1.1%
12	COc1ccccc1-c1sc2ccccc2c1-c1ccc(OCCN2CCCCC2)cc1	35.5µM*	6.5%	1.2	nt	nt	?	10.9%	-17.7%	nt
13	O=C(NC1CCOc2ccccc21)c1ccc(Cl)nc1 (stereo unspecified)	-12.9%	2.9%	1.2	-9.2%	-19.6%	0.8%	-17.8%	-1.4%	-0.8%
14	Cc1ccc(N(C)C(=O)c2cnn(-c3ccccc3)c2C)c(C)c1	-9.0%	9.8%	-15.9	nt	-12.4%	34.4%	-3.0%	-1.8%	2.7%
15	O=C(CN(c1ccc(F)cc1)S(=O)(=O)c1ccc2c(c1)OCCO2)NCc1ccccc1	-4.2%	1.4%	0.3	-7.0%[12.7 µM]	-26.1%	15.9%	22.4%	nt	1.6%
16	O=C(c1ccc2ccccc2n1)N1CCN(S(=O)(=O)c2ccccc2)CC1	-19.0%	0.8%	-2.7	nt	-0.2%	20.3%	18.1%	-18.2%	nt
17	Cc1ccc(C(=O)NCCOc2cccc(C)c2)cc1	14.5%	1.2%	1.3	31.4%	6.0%	30.8%	-33.0%	-6.9%	0.3%
18	CCc1ccccc1NC(=S)N(Cc1cccc(C)c1)c1cccnc1	-23.7%	-6.5%	0.4	-18.3%	0.9%	12.6%	4.2%	-6.1%	-20.2%
19	COc1ccc(/C=C2\N=C3CCCCCN3C2=O)cc1OC	-9.5%	0.4%	-2.3	21.7%[2.33 µM]	-17.8%	33.2%	5.2%	-8.5%	0.4%
20	O=C(Nc1cccc(S(=O)(=O)N2CCOCC2)c1)c1ccc(N2CCOCC2)c([N+](=O)[O-])c1	?	13.7%	-1.9	19.0%[59 µM]	-1.6%	-19.7%	13.8%	-0.7%	?
21	COc1cc(C(=O)NCC2CCCO2)cc(OC)c1OC (stereo unspecified)	-1.4%	3.9%	3.2	18.4%[59 µM]	11.0%	1.0%	0.7%	3.2%	6.8%
22	Cc1cc(=O)oc2c(C)c(OC(C)C(=O)N3CC[C@@]4(O)CCCC[C@H]4C3)ccc12 (stereo partly specified)	-12.9%	-2.4%	1.9	nt	-0.9%	50.4%[activator]	-6.8%	-1.1%	?
23	CCOc1ccc(OCC)c(NC(=O)CSc2nc3c(c(=O)n(C)c(=O)n3C)n2CC)c1	-9.6%	8.9%	3.4	-0.8%[59 µM]	2.2%	10.3%	0.1%	-9.3%	-20.8%
24	COc1cc(/C=C2/SC(=Nc3ccc(O)cc3)NC2=O)cc(OC)c1O	-11.7%	?	-3.0	-39.0%	-10.7%	0.4%	-1.2%	76.8%[activator]	11.0%
25	O=C(COC(=O)c1cc(-c2cccc(Br)c2)nc2ccccc12)NCC1CCCO1 (stereo unspecified)	-23.6%	-3.9%	0.8	21.0%	-2.4%	14.9%	2.2%	9.6%	-12.6%
26	N=c1oc2c3c4c(cc2cc1C(=O)Nc1ccccc1)CCCN4CCC3	25.3%	1.2%	-4.3	18.9%[59 µM]	nt	140.5%[activator]	-19.6%	-11.8%	21.1%
27	COc1cccc(NC(=O)c2sc3ncn(CC(=O)N4CCN(c5ccccn5)CC4)c(=O)c3c2C)c1	?	?	0.9	19.6%	-8.4%	3.3%	-67.3%[56.9 µM]	-0.3%	-23.7%
28	CCOc1cc(C(=O)OCC(=O)c2c(C)[nH]c3ccccc23)ccc1OCC(=O)N1CCOCC1	0.7%	1.4%	0.6	-12.4%	-15.4%	23.7%	7.8%	-9.9%	6.9%
29	COc1ccc(/C=N/NC(=O)c2cc(-c3ccccc3OC(C)C)nc3ccccc23)cc1CN1CCOCC1	?	3.9%	0.8	-11.9%[59 µM]	-1.7%	-5.3%	12.3%	-5.8%	-34.0%
30	CC1(C)Cc2nc3sc4c(NCCO)ncnc4c3cc2CS1	-30.2%	-1.4%	-4.2	nt	1.6%	8.4%	-15.7%	-6.0%	-20.0%
31	COc1ccc(C2=CC(c3ccc(N(C)C)cc3)n3nnnc3N2)cc1 (stereo unspecified)	-11.9%	4.9%	-1.4	?	?	64.5%[activator]	-35.7%	6.2%	21.1%
32	CC(C)NC(=O)Nc1cccc2c1O[C@H](CN(C)C(=O)NC1CCCCC1)[C@H](C)CN([C@H](C)CO)C2=O	-35.0%	5.3%	-4.9	nt	-3.5%	11.2%	?	5.1%	nt
33	Cc1ccc(-c2nn(CC(=O)N3CCOCC3)c(=O)c3ccccc23)cc1S(=O)(=O)N(C)C	-6.3%	-1.1%	-5.5	7.2%	-4.6%&8.3%	24.9%	20.7%	18.1%	-0.8%
34	CC1=NN(C(=O)c2csc(C)c2C)C(O)(C(F)(F)F)C1 (stereo unspecified)	-2.8%	-7.7%	1.9	-0.3%	-6.9%	39.4%	-1.4%	-11.0%	11.6%
35	COC(=O)C(NC(=O)c1ccc(F)cc1)(Nc1nc(C)cs1)C(F)(F)F (stereo unspecified)	-2.3%	54.4%[activator]	-5.0	7.9%[12.7 µM]	?	26.8%	-2.2%	4.5%	-2.0%
36	N#Cc1ccccc1CN1C(=O)c2ccccc2S1(=O)=O	-3.7%	1.8%	1.0	24.8%	39.6%	39.3%[activator]	5.1%	-6.7%	-4.8%
37	O=C(NNc1ccccc1Cl)C(O)(c1cccc(C(F)(F)F)c1)c1cccc(C(F)(F)F)c1	-20.7%	25.8%	5.5	?	-17.1%	14.9%	12.0%	-3.2%	-0.4%
38	CCOc1ccc(CNC(=O)C(CC)n2nc(C)n3c(cc4occc43)c2=O)cc1OC (stereo unspecified)	-6.5%	9.8%	2.3	50.1µM*	1.1%	31.4%	28.9%	-3.7%	-5.7%
39	C(=N\NCc1ccccc1)/c1ccc2nccnc2c1	-16.6%	-9.0%	-1.8	50.1µM*	0.0%	40.4%[activator]	16.2%	0.2%	-19.7%

2 entries picked at random from those above:
entry	structure	JMJD2A Tudor	GLS inhibitor	PI4K2A inh	G9a block	ALOX12 inh	HP1b chromo inh	RGS4 inhibitor	ERG-DNA inh	BAZ2B block
34	CC1=NN(C(=O)c2csc(C)c2C)C(O)(C(F)(F)F)C1 (stereo unspecified)	-2.8%	-7.7%	1.9	-0.3%	-6.9%	39.4%	-1.4%	-11.0%	11.6%
36	N#Cc1ccccc1CN1C(=O)c2ccccc2S1(=O)=O	-3.7%	1.8%	1.0	24.8%	39.6%	39.3%[activator]	5.1%	-6.7%	-4.8%

Screens from PubChem.
